ANO1 activ – mouse TMEM16A channel activation, primary screen. HEK293 TMEM16A/YFP-H148Q/I152L, iodide quench fluorescence; active compounds read low. B-score at 10 µM. 0.3% of 340,000 active;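 active means fluorescence-ratio B-score plate-corrected deviation score at least 3 library SD below zero, with starting fluorescence score within 5 deviations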;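 further: channel opened by trigger with iodide after compound preincubation; score built on the fluorescence ratio of max minus min over baseline; more negative score means more quench and so TMEM16A activation or potentiation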
KCNK3 inh – human KCNK3 channel inhibition, primary screen | CHO-KCNK3 thallium flux, FluxOR fluorescence; active compounds read low | B-score at 10 µM | 0.84% of 340,000 active | O14649;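 active means B-score under library mean minus 4 SD, starting fluorescence ratio at most library mean plus 5 SD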;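 further: more negative B-score means stronger inhibition of thallium flux through KCNK3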
Target sequence (O14649 whole entry, looked up): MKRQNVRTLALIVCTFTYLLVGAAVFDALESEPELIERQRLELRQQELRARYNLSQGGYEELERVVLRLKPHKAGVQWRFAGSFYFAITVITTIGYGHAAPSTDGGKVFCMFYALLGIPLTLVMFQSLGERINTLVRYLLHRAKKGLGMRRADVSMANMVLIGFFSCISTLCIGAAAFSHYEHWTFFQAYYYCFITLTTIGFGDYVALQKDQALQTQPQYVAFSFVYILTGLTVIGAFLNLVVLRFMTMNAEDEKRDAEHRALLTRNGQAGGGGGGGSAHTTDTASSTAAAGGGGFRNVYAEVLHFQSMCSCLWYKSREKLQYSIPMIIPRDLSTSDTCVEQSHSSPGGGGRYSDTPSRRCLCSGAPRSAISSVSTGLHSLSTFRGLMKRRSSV
Starred values were filed as active, the others as inactive; i = inactive. Not all compounds are listed; the hit share may differ from the screen's.

Results follow in this order: ANO1 activ | KCNK3 inh
CC1=CC2OC3CC4OC(=O)C=CC=CC(C(C)O)OCC(O)C5(C)OC5C(=O)OCC2(CC1O)C4(C)C31CO1 (configuration not stated)
→ i | i
C[C@]12CC[C@@H](O)CC1=CCC1C2CC[C@@]2(C)C1C[C@@H](F)[C@@H]2O (some centres not stated)
→ i | i
CCOC(=O)C1(c2ccccc2)CCN(CC(=O)c2ccc(NC(C)=O)cc2)CC1
→ i | i
CC[C@H]1OC(=O)C[C@@H](O)[C@H](C)[C@@H](O[C@@H]2O[C@H](C)[C@@H](O[C@H]3C[C@@](C)(O)[C@@H](O)[C@H](C)O3)[C@H](N(C)C)[C@H]2O)[C@@H](CC=O)C[C@@H](C)C(=O)/C=C/C(C)=C/[C@@H]1CO[C@@H]1O[C@H](C)[C@@H](O)[C@@H](OC)[C@H]1OC
→ i | i
Cc1ccc(N)c(C)c1
→ i | i
C=CCN(CC=C)C(=O)CCN1CC1C (configuration not stated)
→ i | i
COc1ccc2c3c1OC1[C@H](O)CCC4[C@@H](C2)N(C)CC[C@]314 (some centres not stated)
→ i | i
CC(C)(C)NC(=O)CN1CCCN(C(=O)COc2ccc(Cl)c3ccccc23)CC1
→ i | i
COC(=O)C1=C(c2ccc(F)cc2F)C[C@@H]2CC[C@H]1N2C(=O)NC1CC1
→ i | i
O=C(NN=Cc1ccc(N(CCCl)CCCl)cc1)C(=O)c1c[nH]c2ccccc12
→ i | i
CN(C)c1ccc(C=C2C(=O)NC(=O)NC2=O)cc1
→ i | i
CC1CN1P1(=O)OCC(C)([N+](=O)[O-])CO1 (configuration not stated)
→ i | i
CN1CCC(c2c[nH]c3ccc(O)cc23)CC1
→ i | i
O=C1NC2C(=CC(O)C(O)C2O)c2cc3c(c(O)c21)OCO3 (configuration not stated)
→ i | i
COC(=O)C1=C(c2cccc(C#N)c2)C[C@@H]2CC[C@H]1N2C(=O)N1CCCC1
→ i | i
COC(=O)C1=C(c2ccc(F)cc2F)C[C@@H]2CC[C@H]1N2C(=O)N1CCOCC1
→ i | i
C[C@]12C=CC(=O)C=C1CC[C@@H]1[C@@H]2CC[C@]2(C)C(=O)CC[C@@H]12
→ i | i
COC(=O)C1=C(c2ccc(C(C)=O)cc2)C[C@@H]2CC[C@H]1N2C(=O)N1CCC(O)(c2ccc(Cl)cc2)CC1
→ i | i
Cc1ccccc1NC(=NCCCN1CC1)Nc1ccccc1C
→ i | i
Cc1cccc(N2CCC3(CC2)C(=O)NC(=O)NC3=O)c1
→ i | i

Results follow in this order: ANO1 activ | KCNK3 inh
COC(=O)C1=C(c2c(C)noc2C)C[C@@H]2CC[C@H]1N2C(=O)N1CCOCC1
→ i | i
COC(=O)C1=C(c2ccc(F)cc2F)C[C@@H]2CC[C@H]1N2C(=O)NCc1ccc(C(F)(F)F)cc1
→ i | i
O=C(Cc1cc(=O)[nH]c(=O)[nH]1)N1CCN(CCO)CC1
→ i | i
O=C(NC1CC1)c1cn(Cc2ccccc2)nc1-c1ccccc1
→ i | i
O=[N+]([O-])c1c2ccccc2cc2ccccc12
→ i | i
CC(C)OC(=O)Cc1ccccc1
→ i | i
COc1cc([N+](=O)[O-])c2nc(C)ccc2c1[N+](=O)[O-]
→ i | i
CCC1(CC(C)c2ccccc2)C(=O)NC(=O)NC1=O (configuration not stated)
→ i | i
Cc1c(C)c2ccc(OCC(=O)N3CCN(Cc4ccccc4)CC3)cc2oc1=O
→ i | i
NCCc1ccc(OCc2ccccc2)c(OCc2ccccc2)c1
→ i | i
CC1([N+](=O)[O-])COP(=O)(Nc2cccc(F)c2)OC1 (configuration not stated)
→ i | i
CCOP(=S)(OCC)Oc1cc(C)nc(C(C)C)n1
→ i | i
CN1C(=O)C[N+]([O-])=C(c2ccccc2)c2cc(Cl)ccc21
→ i | i
COC(=O)C1=C(c2ccc(F)cc2OCc2ccccc2)C[C@@H]2CC[C@H]1N2C(=O)NCc1ccc2c(c1)OCO2
→ i | i
COC(=O)C1=C(c2cccc3c2S(=O)(=O)c2ccccc2-3)C[C@@H]2CC[C@H]1N2C(=O)N1CCc2cc(OC)c(OC)cc2C1
→ i | i
CC(C)CC(C)N (configuration not stated)
→ i | i
COC(=O)C1=C(c2c(C)noc2C)C[C@@H]2CC[C@H]1N2C(=O)N1CCC(O)(c2ccc(Cl)cc2)CC1
→ i | i
CSc1ncc(Br)c(N2CC2)n1
→ i | i
Oc1c(Cl)cccc1Cc1cc(Cl)cc(Cl)c1O
→ i | i
COc1cc2cc(C(=O)N3CC(COS(C)(=O)=O)c4ccc(O)cc43)[nH]c2c(OC)c1OC (configuration not stated)
→ i | i

Full records as entered above.
Record of O=C(NN=Cc1ccc(N(CCCl)CCCl)cc1)C(=O)c1c[nH]c2ccccc12 : ANO1 activ = i; KCNK3 inh = i
Record of COC(=O)C1=C(c2ccc(C(C)=O)cc2)C[C@@H]2CC[C@H]1N2C(=O)N1CCC(O)(c2ccc(Cl)cc2)CC1 : ANO1 activ = i; KCNK3 inh = i

Later entries.
Results follow in this order: ANO1 activ | KCNK3 inh
COC(=O)C1=C(c2ccc(OC(F)(F)F)cc2)C[C@@H]2CC[C@H]1N2C(=O)N1CCC(C)CC1
→ i | i
COc1ccc2[nH]c(C)c(CCNCc3cccnc3)c2c1
→ i | i
COc1ccc(C=C2C(=O)NC(=S)NC2=O)cc1OC
→ i | i
CCOc1ccc(N)cc1
→ i | i
O=C(Cc1ccccc1)N1CCN(Cc2ccc(Cl)cc2)CC1
→ i | i
CCCNC(=O)N1[C@H]2CC[C@@H]1C(C(=O)OC)=C(c1ccc(-c3ccccc3)c(F)c1)C2
→ i | i
CC(=O)OC(C)(C)/C=C/C(=O)[C@](C)(O)[C@H]1[C@H](O)C[C@@]2(C)[C@@H]3CC=C4[C@H](C[C@H](O)C(=O)C4(C)C)[C@]3(C)C(=O)C[C@]12C
→ i | i
CN1C2CCC1C(C(=O)O)C(OC(=O)c1ccccc1)C2 (configuration not stated)
→ i | i
Cc1cc(=O)oc2cc(OCC(=O)N3CCN(C(C)c4ccccc4)CC3)c(Cl)cc12 (configuration not stated)
→ -41.9* | i
CC1(C)CC2CCC(O)C2C(CCO)N1 (configuration not stated)
→ i | i
CC(CC(C)(C)N1CC1)=NO
→ i | i
COC(=O)C1=C(c2c(C)noc2C)C[C@@H]2CC[C@H]1N2C(=O)N1CCCCC1
→ i | i
COC(=O)C1=C(c2ccc(OC)c(OC)c2)C[C@@H]2CC[C@H]1N2C(=O)N1CCCCC1
→ i | i
Cc1ccc(N)cc1N
→ i | i
C[C@]12CCC3C(CC[C@H]4C[C@@H](O)CC[C@]34C)C1C[C@@H](O)[C@]2(C)O (some centres not stated)
→ i | i
CC1CC2(C)C(CCC3C2CCC2(C)C(OP(=O)(N4CC4)N4CC4)CCC32)CC1=O (configuration not stated)
→ i | i
COc1cc2c(cc1OC)C13CCN4CC5=CCOC(CC(=O)O)C(C5CC41)C3N2 (configuration not stated)
→ i | i
O=C1NC(=O)C(=Cc2c(Cl)cccc2Cl)C(=O)N1
→ i | i
CSc1ncc(/C=C2/C(=O)NC(=O)N(c3ccc(Cl)cc3)C2=O)cn1
→ i | i
CC1C(c2ccccc2)OC(=O)N1C (configuration not stated)
→ i | i

Results follow in this order: ANO1 activ | KCNK3 inh
CC=C(CC)C1(CC)C(=O)NC(=S)NC1=O
→ i | i
O=c1c([N+](=O)[O-])cn(O)cc1[N+](=O)[O-]
→ i | i
COC(=O)C1=C(c2cccc(C#N)c2)C[C@@H]2CC[C@H]1N2C(=O)NCCOc1ccccc1Cl
→ i | i
COC(=O)C1=C(c2ccc(Cl)c(C(F)(F)F)c2)C[C@@H]2CC[C@H]1N2C(=O)NCCO
→ i | i
CCOC(=O)c1ccccc1N
→ i | i
COC(=O)C1=C(c2ccc3ccccc3c2)C[C@@H]2CC[C@H]1N2C
→ i | i
CCCCOC(=O)c1ccccc1C(=O)OCCCC
→ i | i
C=C1C(=O)OC2CC3(C)OC3CCC(C)=CC(OC(C)=O)C12 (configuration not stated)
→ i | i
N#Cc1c(Br)n(C2OC(CO)C(O)C2O)c2ncnc(N)c12 (configuration not stated)
→ i | i
C[C@]12C[C@@H](O)[C@H](O)CC1=CCC1C2CC[C@]2(C)C(=O)CCC12 (some centres not stated)
→ i | i
O=P(Oc1ccc(-c2ccccc2)cc1)(N1CC1)N1CC1
→ i | i
CC1=CC2OC3CC4OC(=O)C=CC=CC(C(C)O)OCC(O)C(C)CC(=O)OCC2(CC1O)C4(C)C31CO1 (configuration not stated)
→ i | i
COC(=O)C1=C(c2ccc(OC(F)(F)F)cc2)C[C@@H]2CC[C@H]1N2C(=O)NCCOc1ccccc1Cl
→ i | i
O=C1c2ccccc2-c2cccc3cccc1c23
→ i | i
O=C1NC2C(=CC(O)C(O)C2O)c2cc3c(cc21)OCO3 (configuration not stated)
→ i | i
COC(=O)C1=C(c2ccc(F)cc2OCc2ccccc2)C[C@@H]2CC[C@H]1N2C(=O)NCCc1ccc(F)cc1
→ i | i
CC1([N+](=O)[O-])COP(=O)(NC2CC2)OC1 (configuration not stated)
→ i | i
O=[N+]([O-])c1ccc(N2CC2)c([N+](=O)[O-])c1
→ i | i
CC(=O)OC1C2(CC3N4C(=O)C5(CO)SSC4(CC31O)C(=O)N5C)OC(C)C(C)(C)C2=O (configuration not stated)
→ i | i
CC(=O)OC(C)(C)/C=C/C(=O)[C@](C)(O)C1[C@H](O)C[C@@]2(C)C3CC=C4C(C[C@H](O)C(=O)C4(C)C)[C@]3(C)C(=O)C[C@]12C (some centres not stated)
→ i | i

Results follow in this order: ANO1 activ | KCNK3 inh
Nc1ccc(-c2ccccc2)cc1
→ i | i
COC(=O)C1=C(c2ccc(-c3ccccc3)c(F)c2)C[C@@H]2CC[C@H]1N2C(=O)NCCO
→ i | i
COC(=O)C1=C(c2ccc(Cl)c(C(F)(F)F)c2)C[C@@H]2CC[C@H]1N2C(=O)N1CCOCC1
→ i | i
COc1ccc(C2=CC(c3ccc4c(c3)OCO4)c3c(c4ccccc4oc3=O)O2)cc1OC (configuration not stated)
→ i | i

As a working copy, 27 of the compounds above:
Results follow in this order: ANO1 activ | KCNK3 inh
CC1=CC2OC3CC4OC(=O)C=CC=CC(C(C)O)OCC(O)C5(C)OC5C(=O)OCC2(CC1O)C4(C)C31CO1 (configuration not stated)
→ i | i
C[C@]12CC[C@@H](O)CC1=CCC1C2CC[C@@]2(C)C1C[C@@H](F)[C@@H]2O (some centres not stated)
→ i | i
CCOC(=O)C1(c2ccccc2)CCN(CC(=O)c2ccc(NC(C)=O)cc2)CC1
→ i | i
CC[C@H]1OC(=O)C[C@@H](O)[C@H](C)[C@@H](O[C@@H]2O[C@H](C)[C@@H](O[C@H]3C[C@@](C)(O)[C@@H](O)[C@H](C)O3)[C@H](N(C)C)[C@H]2O)[C@@H](CC=O)C[C@@H](C)C(=O)/C=C/C(C)=C/[C@@H]1CO[C@@H]1O[C@H](C)[C@@H](O)[C@@H](OC)[C@H]1OC
→ i | i
Cc1ccc(N)c(C)c1
→ i | i
C=CCN(CC=C)C(=O)CCN1CC1C (configuration not stated)
→ i | i
COc1ccc2c3c1OC1[C@H](O)CCC4[C@@H](C2)N(C)CC[C@]314 (some centres not stated)
→ i | i
CC(C)(C)NC(=O)CN1CCCN(C(=O)COc2ccc(Cl)c3ccccc23)CC1
→ i | i
COC(=O)C1=C(c2ccc(F)cc2F)C[C@@H]2CC[C@H]1N2C(=O)NC1CC1
→ i | i
O=C(NN=Cc1ccc(N(CCCl)CCCl)cc1)C(=O)c1c[nH]c2ccccc12
→ i | i
CN(C)c1ccc(C=C2C(=O)NC(=O)NC2=O)cc1
→ i | i
CC1CN1P1(=O)OCC(C)([N+](=O)[O-])CO1 (configuration not stated)
→ i | i
CN1CCC(c2c[nH]c3ccc(O)cc23)CC1
→ i | i
O=C1NC2C(=CC(O)C(O)C2O)c2cc3c(c(O)c21)OCO3 (configuration not stated)
→ i | i
COC(=O)C1=C(c2cccc(C#N)c2)C[C@@H]2CC[C@H]1N2C(=O)N1CCCC1
→ i | i
COC(=O)C1=C(c2ccc(F)cc2F)C[C@@H]2CC[C@H]1N2C(=O)N1CCOCC1
→ i | i
C[C@]12C=CC(=O)C=C1CC[C@@H]1[C@@H]2CC[C@]2(C)C(=O)CC[C@@H]12
→ i | i
COC(=O)C1=C(c2ccc(C(C)=O)cc2)C[C@@H]2CC[C@H]1N2C(=O)N1CCC(O)(c2ccc(Cl)cc2)CC1
→ i | i
Cc1ccccc1NC(=NCCCN1CC1)Nc1ccccc1C
→ i | i
Cc1cccc(N2CCC3(CC2)C(=O)NC(=O)NC3=O)c1
→ i | i
COC(=O)C1=C(c2c(C)noc2C)C[C@@H]2CC[C@H]1N2C(=O)N1CCOCC1
→ i | i
COC(=O)C1=C(c2ccc(F)cc2F)C[C@@H]2CC[C@H]1N2C(=O)NCc1ccc(C(F)(F)F)cc1
→ i | i
O=C(Cc1cc(=O)[nH]c(=O)[nH]1)N1CCN(CCO)CC1
→ i | i
O=C(NC1CC1)c1cn(Cc2ccccc2)nc1-c1ccccc1
→ i | i
O=[N+]([O-])c1c2ccccc2cc2ccccc12
→ i | i
CC(C)OC(=O)Cc1ccccc1
→ i | i
COc1cc([N+](=O)[O-])c2nc(C)ccc2c1[N+](=O)[O-]
→ i | i
